Source: PubChem (several laboratories)
ABHD5-PLIN5 inh – ABHD5-PLIN5 protein interaction inhibition; Q00G26+Q8WTS1; Split G. princeps luciferase complementation, luminescence, 4 h; inhibition, % at 4 µM; hit rate 0.78% among 360,000;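 active = inhibition above the mean inhibition across every tested compound plus 3 SD, cut at about 22% in these data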;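 also: 0% = DMSO only wells and the 100% control is not disclosed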
LRH-1 inv ag – NR5A2 inverse agonism in reporter assay | HEK293T StAR-luciferase reporter, LRH-1 transfected, 24 h | inhibition, % at 3.6 µM | hit rate 0.13% among 360,000 | AID 602396;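 active = inhibition above the mean inhibition of all tested compounds plus 3 SD, cut at about 73% in these data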;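 also: 0% = DMSO wells and 100% = reporter-only cells lacking LRH-1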
TROY signal inh – TROY signaling inhibition. Q293 LMP1-TROYcd NF-kB luciferase reporter, 4 h. inhibition, % at 10 µM. hit rate 0.98% among 360,000. AID 1347056;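 active = compounds whose plate-normalised and pattern-corrected inhibition of the luciferase reporter signal at the single screening dose is 50% or more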
Granule exo inh – blocks lytic granule exocytosis; AID 651702; hit rate 0.66% among 360,000; inhibition, % at 10 µM; TALL-104 LAMP-1 surface exposure, flow cytometry; cells stimulated with thapsigargin and PMA;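 active = inhibition above about 55%, limit read from the data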
NCOA2 inhibitor – human SRC2 (NCOA2) inhibition; HEK293 GAL4-SRC2 luciferase reporter, luminescence; hit rate 0.17% among 370,000; AID 651957; inhibition, % at 9 µM;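 active = inhibition above the mean inhibition of all tested compounds plus 3 SD, set per campaign, cut at about 52% in these data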;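 also: 0% = DMSO treated cells and 100% = cells given Gossypol at 36 µM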
Target sequence (Q15596 whole entry, looked up, the tested form may be a part): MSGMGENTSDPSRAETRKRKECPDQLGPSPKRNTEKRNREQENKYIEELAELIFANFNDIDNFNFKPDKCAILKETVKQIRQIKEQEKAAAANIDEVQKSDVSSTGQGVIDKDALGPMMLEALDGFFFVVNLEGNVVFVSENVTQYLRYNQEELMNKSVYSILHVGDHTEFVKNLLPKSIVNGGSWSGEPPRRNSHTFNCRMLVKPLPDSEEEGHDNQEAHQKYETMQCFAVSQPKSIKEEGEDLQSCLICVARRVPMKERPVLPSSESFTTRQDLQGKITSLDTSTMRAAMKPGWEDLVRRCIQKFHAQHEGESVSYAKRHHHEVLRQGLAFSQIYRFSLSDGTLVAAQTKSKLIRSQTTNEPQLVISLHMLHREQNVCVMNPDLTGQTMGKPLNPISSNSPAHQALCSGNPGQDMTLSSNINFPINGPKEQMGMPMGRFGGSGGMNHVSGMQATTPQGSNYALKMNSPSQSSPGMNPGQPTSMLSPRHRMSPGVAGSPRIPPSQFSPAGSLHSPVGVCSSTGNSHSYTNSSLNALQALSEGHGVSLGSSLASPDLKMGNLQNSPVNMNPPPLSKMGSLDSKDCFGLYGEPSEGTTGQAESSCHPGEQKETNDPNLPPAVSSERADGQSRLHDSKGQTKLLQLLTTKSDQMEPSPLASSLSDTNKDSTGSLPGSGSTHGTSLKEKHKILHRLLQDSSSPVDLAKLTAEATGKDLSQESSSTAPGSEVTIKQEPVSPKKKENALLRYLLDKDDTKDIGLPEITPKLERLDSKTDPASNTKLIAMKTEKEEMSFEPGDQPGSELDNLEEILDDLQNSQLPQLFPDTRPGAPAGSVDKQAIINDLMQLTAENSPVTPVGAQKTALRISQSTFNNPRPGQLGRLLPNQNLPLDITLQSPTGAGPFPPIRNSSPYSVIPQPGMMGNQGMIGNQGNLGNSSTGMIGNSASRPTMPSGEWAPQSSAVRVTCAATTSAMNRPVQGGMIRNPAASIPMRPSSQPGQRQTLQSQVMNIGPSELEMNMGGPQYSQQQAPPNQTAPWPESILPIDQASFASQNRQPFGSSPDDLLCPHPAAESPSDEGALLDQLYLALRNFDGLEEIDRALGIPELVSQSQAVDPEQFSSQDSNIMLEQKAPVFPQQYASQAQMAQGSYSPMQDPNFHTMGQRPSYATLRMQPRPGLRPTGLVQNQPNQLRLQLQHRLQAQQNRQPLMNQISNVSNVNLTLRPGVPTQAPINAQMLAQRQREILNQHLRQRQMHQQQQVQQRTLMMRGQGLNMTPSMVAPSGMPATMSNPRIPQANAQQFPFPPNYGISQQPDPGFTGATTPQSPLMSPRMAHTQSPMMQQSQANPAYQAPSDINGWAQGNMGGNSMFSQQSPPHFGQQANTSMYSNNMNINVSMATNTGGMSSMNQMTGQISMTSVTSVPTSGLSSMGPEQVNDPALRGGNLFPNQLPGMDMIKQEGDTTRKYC
NCOA1 inh – inhibits human SRC1 coactivator. Q15788. HEK293 GAL4-SRC1 luciferase reporter, luminescence. inhibition, % at 3.6 µM. hit rate 0.12% among 360,000;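 active = inhibition above the campaign mean plus 3 SD, with each screening campaign given its own cutoff, cut at about 60% in these data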;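 also: 0% = DMSO treated cells and 100% = gossypol at 36 µM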
NOD2 RIPK2 PPI – NOD2-RIPK2 protein interaction inhibition; O43353; CHO BLA complementation NOD2-RIPK2, CCF4 ratio; inhibition, % at 4.98 µM; hit rate 0.38% among 360,000; AID 624267; in the data active = inhibition above about 21%;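 also: 0% = vehicle only and 100% = reference blocker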
TWEAK Fn14 block – inhibitors of TWEAK-Fn14 interaction signaling; TWEAK-stimulated Fn14 reporter cells, luciferase luminescence, 8 h; inhibition, % at 10 µM; hit rate 2% among 360,000; AID 1159606; in the data active = inhibition above about 50%
SRC3 inh – human NCOA3 inhibition; HEK293 GAL4-SRC3 luciferase reporter, luminescence; inhibition, % at 3.6 µM; hit rate 0.17% among 360,000;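 active = inhibition above a per-campaign cutoff, the mean of all compounds plus 3 SD, cut at about 60% in these data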;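 also: 0% = DMSO-treated cells and 100% = gossypol-treated cells at 36 µM; higher means less SRC3-driven luciferase light from the GAL4 reporter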
TLR9-MyD88 inh – TLR9-MyD88 interaction inhibition; hit rate 0.21% among 340,000; CHO BLA complementation TLR9-MyD88, CCF4 FRET ratio; inhibition, % at 4.98 µM; AID 504734; Q9NR96+Q99836;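 active = inhibition above the mean over all tested compounds plus 3 SD, cut at about 21% in these data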;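 also: 0% = DMSO only wells and 100% = clavulanate BLA inhibitor control wells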
COUP-TFII inh – inhibitors of human COUP-TFII (NR2F2). HEK293T NGFI-A luciferase reporter, luminescence. P24468. inhibition, % at 8.6 µM. hit rate 0.7% among 370,000;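 active = inhibition above a per-plate cutoff, mean inhibition of test wells between control levels plus 3 SD, cut at about 38% in these data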;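 also: cells cotransfected with COUP-TFII expression vector driving the NGFI-A reporter; 0% = median of COUP-TF2 test wells and 100% = reporter-only cells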
* hit, by the source's call; · = no result given. An excerpt; count on the stated rates, not on these rows.

SMILES	ABHD5-PLIN5 inh	LRH-1 inv ag	TROY signal inh	Granule exo inh	NCOA2 inhibitor	NCOA1 inh	NOD2 RIPK2 PPI	TWEAK Fn14 block	SRC3 inh	TLR9-MyD88 inh	COUP-TFII inh
O=C(Cn1c(=O)n(-c2ccccc2)c(=O)c2oc3ccccc3c21)Nc1ccccc1	5	-15	-3	-5	5	-55	-13	-7	13	0	14
COc1cccc(CC(=O)OCC(=O)NCCc2ccc(F)cc2)c1	0	-7	-8	0	-2	-3	-2	54*	3	3	-11
Cc1ccc(-c2noc(COc3ccccc3C)n2)cc1	-5	-4	-51	-5	-26	-10	-2	-24	-20	-6	-3
COc1cccc(Nc2ccc(C(=O)O)cc2[N+](=O)[O-])c1	6	-9	8	0	9	-7	-5	3	8	5	9
CC1=N/C(=C\c2ccc([N+](=O)[O-])cc2)C(=O)N1c1cc(Cl)ccc1C	-5	-6	-11	0	2	-9	6	4	14	-5	4
CCCCC/C=C\C[C@H](O)/C=C/c1cccc(C[C@H](O)CCCCO)n1	16	-9	2	2	4	10	-15	3	-5	-7	25
O=C(Nc1nc2cc3c(cc2s1)OCCO3)c1ccncc1	-3	-112	-18	2	-9	-80	2	15	-76	-1	-31
COc1ccc(C2=Nn3c(nnc3-c3ccccn3)SC2)cc1OC	-2	4	-3	-4	-22	-25	5	-1	1	-2	-28
CCC1CCCCN1C(=O)Cn1c(=O)oc2ccccc21 (stereo unspecified)	-3	12	-3	1	9	-4	-2	4	-5	-3	3
C=CCC1c2cccc(C(=O)O)c2C(=O)N1c1cccc(C)c1 (stereo unspecified)	1	20	-1	-6	5	-8	3	-4	24	3	6
CCCCNC(=O)Cn1nc(Cc2ccncc2)c2ccccc2c1=O	1	4	-1	0	-31	-1	3	9	6	-6	-7
Nc1nc(-c2ccc(Cl)cc2)nnc1-c1ccc(Br)cc1	-4	-51	-61	2	-58	-77	-8	-32	-54	3	-28
CCOc1ccc(S(=O)(=O)N2CCCCC2)cc1NC(=O)Cc1cc(OC)c(OC)c(OC)c1	5	-15	8	-6	-35	6	11	23	-2	7	-2
COc1ccc(/C=N/NC(=O)c2ccc3nc[nH]c3c2)cc1OC	-1	3	15	0	-49	-11	6	21	15	9	20
Cc1ccc(/C=N\Nc2nc3ccc(Cl)cc3[nH]2)o1	-3	-130	-33	1	-45	-72	1	7	-39	-15	-19
Cn1c(=O)c2c(nc(Br)n2CCSc2ncccn2)n(C)c1=O	0	6	-4	-4	11	-8	-10	17	13	-3	-1
CCOc1ccc(OCCC(=O)N(CCC(C)C)c2c(N)n(Cc3ccccc3)c(=O)[nH]c2=O)cc1	10	18	-9	2	4	1	-5	-24	7	-3	-15
COc1ccccc1C(=O)COC(=O)C1CCN(S(=O)(=O)c2ccc(C)c(C)c2)CC1	0	8	-4	0	11	-1	-9	-11	12	5	-10
COc1ccccc1CCC(=O)NNC(=O)c1cccs1	-5	-13	-8	0	-1	14	-6	-11	-7	6	8
COc1cc(NC2c3ccccc3C(=O)N2c2ccc(C)cn2)cc(OC)c1OC (stereo unspecified)	-1	-109	22	7	-54	-82	1	44	-61	-15	-67
O=C(Cn1c2ccccc2c(=O)c2ccccc21)N/N=C/c1cc([N+](=O)[O-])ccc1N1CCCCCC1	0	0	5	0	9	0	-5	1	-1	7	8
COc1ccc(C(=O)N2CCc3ccccc32)cc1	6	-80	-36	-2	-55	-37	-3	-22	-34	-18	-13
CCCCCCCCN1C(=O)[C@H](CC(=O)N2CCN(C(=O)c3ccco3)CC2)C[C@@]2(C(=O)OC)CC(C)(C)CC=C12	1	-15	·	-6	5	·	1	·	·	·	19
O=[N+]([O-])c1ccc(N2CCc3ccccc3C2)cc1	31*	-26	3	25	-11	-33	3	39	-30	-3	20
CC(=O)Nc1ccc(S(=O)(=O)Oc2ccccc2N2CCCCC2)cc1	13	-11	6	12	-5	14	3	8	36	1	9
COc1ccc(CNC(=O)c2cccc(S(=O)(=O)N3CCCCC3)c2)cc1OC	3	29	15	-2	13	25	0	30	6	-18	64*
CCOc1ccc(NC(=O)c2ccc(Cn3nc(C)cc3C)o2)cc1	1	-27	-8	0	-6	-6	-2	8	0	-20	10
CN(C)C(CNC(=O)c1cc(S(=O)(=O)N(C)Cc2ccccc2)ccc1Cl)c1ccco1 (stereo unspecified)	0	1	16	-2	15	-3	9	12	1	-4	8
Cc1cc(C)n2c(SCC(=O)NCc3ccco3)nnc2n1	0	0	-17	0	-13	-5	-5	-3	-5	0	11
CC(C)(C)n1nnnc1C(c1cccc(C(F)(F)F)c1)N1CCC(O)CC1 (stereo unspecified)	3	0	6	-3	3	-8	-2	-4	26	-10	-28
CCOc1ccccc1N1CCN(C(=O)c2ccc(NS(=O)(=O)c3ccc4[nH]c(=O)[nH]c4c3)cc2)CC1	3	8	-8	-3	-13	5	-11	2	-15	4	-6
CC(=O)c1c(C)[nH]c(C(=O)COC(=O)c2c(C)noc2C)c1C	7	0	-27	14	22	-2	-18	-5	-19	-9	-19
O=C(NC1CCCCC1)C(c1ccccc1F)n1c(=O)c(-c2ccco2)nc2ccccc21 (stereo unspecified)	72*	5	·	-5	-12	·	-2	·	·	·	2
COc1ccc(C(=O)Nc2ccc(NC(=O)c3ccccn3)cn2)cc1	-4	-24	-14	10	-24	-8	-1	1	-19	8	-4
COc1ccc(-c2cn3cccc(C)c3n2)cc1Br	2	-134	-79	2	-49	-88	-6	-58	-91	2	-57
COC(=O)[C@@H](NC(=O)NC(C)CCc1ccccc1)C(C)C (stereo partly specified)	3	2	0	5	0	2	-1	-14	-1	-1	9
O=S(=O)(NCCn1cccc1)c1ccc2ccccc2c1	2	6	-20	-1	-2	0	-8	0	-3	-3	1
Cn1ccnc1C(OC(=O)c1ccc(Cl)cc1)C(F)(F)F (stereo unspecified)	-13	-18	8	0	8	-6	-3	8	-28	-4	-18
COc1ccc(/C=N/OCC(=O)NCc2cccs2)c(OC)c1	-1	-1	3	2	-32	-5	-2	-3	5	5	-5
CN(CC(=O)Nc1ccccc1Cl)C(=O)Cn1cc(C(F)(F)F)ccc1=O	4	-12	-24	5	5	-29	-6	8	4	-1	14
CCc1nnc(NC(=O)Cn2ccc(C(F)(F)F)n2)s1	0	24	11	-2	-32	-6	-10	-12	25	2	0
Cc1ccc(C)c(S(=O)(=O)C(C#N)c2nc3ccccc3nc2N2CCCC2)c1 (stereo unspecified)	3	3	11	-3	-43	-1	-15	-10	-17	14	-1
COc1cccc(OCC(=O)NNC(=O)C(=O)Nc2cccc(C)c2)c1	-1	-40	-8	3	-62	-13	-2	-3	-23	-4	3
COc1ccc(/C=N/NC(=O)c2cnccn2)cc1O	-1	-80	-53	-5	-46	-67	3	7	-27	-4	-41
NC(=O)c1nsc(C(=O)N(CC(=O)NCc2ccco2)c2ccccc2F)c1N	5	0	10	5	6	-3	-6	-1	-9	9	-17
Cc1cc2nc3c(c(C(F)(F)F)n2n1)CCCC3	4	9	-12	0	-36	5	-25	-4	5	-4	21
O=C(CCc1nc(-c2ccc(Cl)cc2)no1)OCc1ccc(Br)cc1	-1	-5	-17	2	18	0	2	-14	3	1	1
O=C(NCc1ccccc1)C(c1ccncc1)N(C(=O)c1csnn1)c1cccc(F)c1 (stereo unspecified)	9	10	-11	-2	-6	-10	12	6	-2	7	12
CCNC(=S)Nc1sc2c(c1C#N)CCC(C)C2 (stereo unspecified)	8	2	-47	0	5	0	-13	-23	23	-3	0
COc1ccc(CCN=C(N)NS(=O)(=O)c2ccc(C)c(C)c2)cc1	1	-9	1	-4	-2	-7	-4	0	8	-14	12
CC1=C(C(=O)N2CCCCCC2)CC(CC(=O)NCCN2CCOCC2)C(=O)N1CCCN1CCCC1=O (stereo unspecified)	1	-12	16	8	-16	·	-9	8	·	·	0
C=CCn1c(SCC(=O)NC23CC4CC(CC(C4)C2)C3)nc2cc(C(=O)O)ccc2c1=O	-1	-3	-8	-2	-19	-3	-1	-5	9	1	3
COc1ccc2sc(-c3ccc(S(C)(=O)=O)cc3)c(-c3ccc4c(c3)OCCO4)c2c1	4	34	-9	-1	1	-6	-3	-7	-10	-3	-10
COc1ccc(C(C(=O)NCC2CCCO2)N(Cc2ccccc2)C(=O)CNC(=O)c2ccco2)cc1OC (stereo unspecified)	7	8	-27	-1	-2	14	1	0	21	-1	-2

Entries from the list above containing fluorine (9):
SMILES	ABHD5-PLIN5 inh	LRH-1 inv ag	TROY signal inh	Granule exo inh	NCOA2 inhibitor	NCOA1 inh	NOD2 RIPK2 PPI	TWEAK Fn14 block	SRC3 inh	TLR9-MyD88 inh	COUP-TFII inh
COc1cccc(CC(=O)OCC(=O)NCCc2ccc(F)cc2)c1	0	-7	-8	0	-2	-3	-2	54*	3	3	-11
CC(C)(C)n1nnnc1C(c1cccc(C(F)(F)F)c1)N1CCC(O)CC1 (stereo unspecified)	3	0	6	-3	3	-8	-2	-4	26	-10	-28
O=C(NC1CCCCC1)C(c1ccccc1F)n1c(=O)c(-c2ccco2)nc2ccccc21 (stereo unspecified)	72*	5	·	-5	-12	·	-2	·	·	·	2
Cn1ccnc1C(OC(=O)c1ccc(Cl)cc1)C(F)(F)F (stereo unspecified)	-13	-18	8	0	8	-6	-3	8	-28	-4	-18
CN(CC(=O)Nc1ccccc1Cl)C(=O)Cn1cc(C(F)(F)F)ccc1=O	4	-12	-24	5	5	-29	-6	8	4	-1	14
CCc1nnc(NC(=O)Cn2ccc(C(F)(F)F)n2)s1	0	24	11	-2	-32	-6	-10	-12	25	2	0
NC(=O)c1nsc(C(=O)N(CC(=O)NCc2ccco2)c2ccccc2F)c1N	5	0	10	5	6	-3	-6	-1	-9	9	-17
Cc1cc2nc3c(c(C(F)(F)F)n2n1)CCCC3	4	9	-12	0	-36	5	-25	-4	5	-4	21
O=C(NCc1ccccc1)C(c1ccncc1)N(C(=O)c1csnn1)c1cccc(F)c1 (stereo unspecified)	9	10	-11	-2	-6	-10	12	6	-2	7	12

Entries of single compounds as entered above. Screens in order: ABHD5-PLIN5 inh | LRH-1 inv ag | TROY signal inh | Granule exo inh | NCOA2 inhibitor | NCOA1 inh | NOD2 RIPK2 PPI | TWEAK Fn14 block | SRC3 inh | TLR9-MyD88 inh | COUP-TFII inh
COc1cccc(OCC(=O)NNC(=O)C(=O)Nc2cccc(C)c2)c1 is listed as -1 | -40 | -8 | 3 | -62 | -13 | -2 | -3 | -23 | -4 | 3
NC(=O)c1nsc(C(=O)N(CC(=O)NCc2ccco2)c2ccccc2F)c1N is listed as 5 | 0 | 10 | 5 | 6 | -3 | -6 | -1 | -9 | 9 | -17
